# Screening results deposited in PubChem by National Center for Advancing Translational Sciences (NCATS).
# 15-hLO-2 inh: 15-hLO-2 (ALOX15B) enzyme inhibition; O15296; purified 15hLO-2, xylenol orange hydroperoxide absorbance; Potency, µM (top dose mostly 57.1 µM), inactives show at the highest dose activity change, negative = inhibition, usual class: inhibitors; actives 0.56% (n = 110,000); AID 881; note: potency is the fitted concentration of half-maximal effect; nearly all actives have a fitted effect of over 60% in size; many of its hits are not listed in these tables
# Target sequence (O15296 whole entry, looked up): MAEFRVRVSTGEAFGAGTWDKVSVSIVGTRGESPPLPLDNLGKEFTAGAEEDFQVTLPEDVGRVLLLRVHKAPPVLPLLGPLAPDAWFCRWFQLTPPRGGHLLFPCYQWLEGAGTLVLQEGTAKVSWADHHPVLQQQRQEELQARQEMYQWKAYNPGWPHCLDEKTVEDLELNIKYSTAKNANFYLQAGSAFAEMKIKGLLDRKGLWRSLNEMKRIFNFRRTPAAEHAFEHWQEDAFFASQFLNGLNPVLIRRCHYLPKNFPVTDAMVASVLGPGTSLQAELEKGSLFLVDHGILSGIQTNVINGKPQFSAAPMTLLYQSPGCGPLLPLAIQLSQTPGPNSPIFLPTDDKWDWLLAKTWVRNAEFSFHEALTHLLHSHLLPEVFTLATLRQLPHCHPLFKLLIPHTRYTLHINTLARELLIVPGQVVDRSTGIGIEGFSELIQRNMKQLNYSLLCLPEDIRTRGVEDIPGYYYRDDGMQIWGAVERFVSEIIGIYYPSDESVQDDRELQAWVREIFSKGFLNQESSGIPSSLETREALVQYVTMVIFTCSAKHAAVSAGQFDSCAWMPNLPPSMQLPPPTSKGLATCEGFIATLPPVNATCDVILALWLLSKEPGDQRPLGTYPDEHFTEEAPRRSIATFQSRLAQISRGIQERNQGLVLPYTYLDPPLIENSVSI
#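 Enzyme 50 nM, AA 45 uM, 25 mM Hepes pH 7.5 + 0.01% Triton X-100; cpd preinc 15 min RT, rxn 90 min RT; stop/detect with 200 uM XO + 300 uM Fe(II) in 50 mM H2SO4, 30 min; A573/A405.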
# ALOX12 inhib: 12-hLO (ALOX12) enzyme inhibition. Potency, µM (doses to about 57.1 µM), for inactives: at the top dose activity change, negative = inhibition, most hits filed as inhibitors. AID 1452. purified 12-hLO, xylenol orange hydroperoxide absorbance. actives 0.12% (n = 150,000); note: potency is the fitted concentration of half-maximal effect; nearly all actives have a fitted effect of over 55% in size; many of its hits are not listed in these tables
#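 Hydroperoxide formation by human 12-lipoxygenase from 40 uM arachidonic acid was followed colorimetrically via ferric-xylenol orange complex, using the 573/405 nm absorbance ratio. Enzyme concentration was 150 nM, with 30 min reaction at room temperature.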
# IMPase inh: IMPase inhibition in cells. P97697. 120,000 tested, under 10 active. CHO-M1 cells, IP1 accumulation, HTRF TR-FRET ratio. inhibition (IP1 accumulation), % at 46.1 µM; active = well fitted curve in the direction sought with a large enough effect in the signal ratio, not every such curve was filed as active; inconclusive = small, poorly fitted or top-dose-only effect, or a change in a side signal; inactive = no such curve, though single readings can be large or run the other way; the % refers to the signal ratio;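 note: cells stimulated with carbachol in lithium chloride buffer; plate controls were DMSO basal wells for no effect and reference inhibitor wells for full effect; higher means more IMPase inhibition seen as more IP1 and lower FRET ratio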
# Target sequence (P97697 whole entry, looked up): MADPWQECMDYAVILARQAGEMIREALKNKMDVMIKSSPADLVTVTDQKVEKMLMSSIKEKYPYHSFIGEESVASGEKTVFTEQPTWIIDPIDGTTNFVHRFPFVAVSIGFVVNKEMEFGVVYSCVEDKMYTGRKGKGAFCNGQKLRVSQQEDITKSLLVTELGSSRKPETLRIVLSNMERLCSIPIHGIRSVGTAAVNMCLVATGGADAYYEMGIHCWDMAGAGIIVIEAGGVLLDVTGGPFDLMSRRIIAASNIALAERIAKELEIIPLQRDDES
#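 Cellular IMPase inhibition is scored as a rise in cytosolic IP1, detected by competitive TR-FRET between d2-labelled IP1 and a europium anti-IP1 antibody. M1-expressing CHO cells were stimulated with carbachol for 30 min at 37C, with lithium (50 mM LiCl) present in the buffer.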
# PNC inhibitor: blocks assembly of the perinucleolar compartment; PC3M PTB-GFP, PNC prevalence imaging, 16 h; hits give low values; activity change (PNC), negative = inhibition, % at 10 µM; actives 3.1% (n = 140,000);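 active = readout at or below -70, meaning at least 70% loss of cells showing the perinucleolar compartment, a nuclear body marking cancer cells; inconclusive = readout between -30 and a set limit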;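 note: plate controls were DMSO wells for no effect and camptothecin positive control wells for full effect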
#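 Read-out is percentage of cells bearing a perinucleolar compartment, from automated 20x imaging of fixed, Hoechst-stained PC3M PTB-GFP cells. Cells were seeded 4 h, then exposed 16 h to compound (23 nl of library stock) in duplicate plates.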
# * hit, by the source's call; ? = inconclusive; / = not tested or not shown; [ ] = remark or other dose. Unless noted, calls come from the whole dose curve; as a rule, active = well fitted curve in the direction sought with a large enough effect; inconclusive = small, poorly fitted or top-dose-only effect, or another doubt; inactive = no such curve, though single readings can be large; an effect the other way counts as inactive or inconclusive. Unless noted, % is set by controls: 0 for no effect and ±100 for the full control effect.
# Start of the data: the first two records, to show the layout:
SMILES,15-hLO-2 inh,ALOX12 inhib,IMPase inh,PNC inhibitor
CN(CC(=O)N1CCN(c2ccccn2)CC1)S(=O)(=O)c1ccc(Br)cc1,-4%,-5%,9,-10
CCOc1ccccc1NC(=O)COn1nnc2ccccc21,1%,3%,10,-15

# This part in full, repeating the preview:
SMILES,15-hLO-2 inh,ALOX12 inhib,IMPase inh,PNC inhibitor
CN(CC(=O)N1CCN(c2ccccn2)CC1)S(=O)(=O)c1ccc(Br)cc1,-4%,-5%,9,-10
CCOc1ccccc1NC(=O)COn1nnc2ccccc21,1%,3%,10,-15
Cc1ccc(S(=O)(=O)NC2CCCC2)cc1C,2%,2%,0,36
Cc1ccccc1N1CCN(C(=S)c2ccccc2)CC1,/,-2%,/,-14
Nc1nnnn1/N=C/c1ccccc1C(F)(F)F,-3%,-6%,5,33
Cc1ccc(S(=O)(=O)NC(=O)Nc2ccc(Cl)cn2)cc1,13%,0%,3,14
O=c1c2oc3ccccc3c2ncn1Cc1ccccc1Cl,1%,-9%,2,28
Cc1ccc(S(=O)(=O)Nc2ccc(C(=O)OCC(=O)N(CCC#N)c3ccccc3)cc2)cc1C,/,-1%,/,-87*
COc1cc(N2C(=O)c3ccccc3C2=O)c(Cl)cc1C(=O)OCC(=O)NCc1ccco1,-6%,-4%,4,-18
CCCCC(=O)NCCc1cc2ccc(OC)cc2[nH]c1=O,/,1%,-2,-100*
Cc1nnc2n1N=CC=C(C(C)(C)C)S2,5%,-6%,1,-29
O=C(c1sc2ccccc2c1Cl)N1CCN(c2ncccn2)CC1,/,-2%,/,16
Cc1cc(C)c2c(n1)nn1c(NCCOCCO)cc(C)nc21,-15%,-7%,-23,?
Cc1ccccc1-c1nnn(CC(=O)N2CCN(S(=O)(=O)c3ccc(Cl)cc3)CC2)n1,-2%,-10%,1,-21
O=C(Nc1ccc2nsnc2c1)c1ccc2c(c1)OCO2,-3%,-6%,-7,18
CCCNC(=O)c1ccccc1C(=O)NCCC,-3%,-3%,-7,-10
CC(C)(C)OC(=O)NCCCCCc1nnc(SCC(=O)Nc2cccc(Cl)c2)o1,-10%,-13%,12,-10
Cc1ccc(SCc2cc(=O)[nH]c(/N=C(\N)Nc3cccc4ccccc34)n2)cc1,/,0%,-4,-12
Brc1ccc(C2=Nc3cccc4cccc(c34)N2)o1,/,-9%,/,-5
CC(=O)OC/C=C(C)/C=C/C=C(C)/C=C/C1=C(C)CCCC1(C)C,10%[0.0915 µM],0%[0.00818 µM],/,/
CCNc1ccc(C(=O)OCC)cc1NC(=O)c1cccc(S(=O)(=O)N(C)c2ccccc2)c1,/,-4%,8,-20
Cc1ccc2cc(CN(C(=O)C3CCCO3)C3CCCCC3)c(=O)[nH]c2c1 (stereo unspecified),-3%,-9%,4,?
COc1cccc(C(=O)NNc2nc(C)cc(C)n2)c1,/,3%,/,52
O=c1[nH]c2ccc(Cl)cc2c(-c2ccccc2)c1N1CCOCC1,-5%,-6%,-1,-27
C=CCn1c(SCc2cc(=O)n3ccsc3n2)nc2scc(C3CC3)c2c1=O,-8%,-8%,-2,-15
Cc1ccc2c(CC(=O)O)coc2c1C,-3%,-8%,-9,3
O=C(CCC(=O)N1CCN(S(=O)(=O)c2ccc(Cl)cc2)CC1)Nc1cccc(Br)c1,/,5%,/,-28
Cc1nn(CC(=O)N(C)C)c(=O)c2ccccc12,-3%,0%,0,24
O=C(O)CCCCCN1C(=O)C2CCCCC2C1=O (stereo unspecified),/,2%,-12,?
O=C(O)CSc1nc(SCc2ccccc2Cl)nc2c1CCCC2,-4%,3%,-3,?
Cc1ccc(C)n1/N=C1/NC(=O)CS1,-7%,-15%,21,?
COc1cc2c3cc1Oc1cc(ccc1O)C[C@@H]1c4c(cc(OC)c(O)c4Oc4ccc(cc4)C[C@H]3[N+](C)(C)CC2)CC[N+]1(C)C,20%[11.4 µM],-1%[11.4 µM],/,/
CC1CCc2c(sc3nc(SCC(=O)NCc4ccco4)nc(N)c23)C1 (stereo unspecified),1%,-13%,8,-10
O=C(NC1CCCCC1)C(c1cc2c(cc1[N+](=O)[O-])OCO2)N1CCCCC1 (stereo unspecified),/,-6%,/,36
Cc1c(C(=O)OCc2ccccc2)[nH]c2c1C(=O)CC(c1ccco1)C2 (stereo unspecified),-13%,-10%,6,-82*
Cc1c(NC(=O)c2ccc3c(c2)OCO3)cccc1-c1nc2ccccc2s1,1%,-6%,-14,-20
O=C(O)CCCC(=O)Nc1ccc(C(=O)N2CCCCC2)cc1,-5%,-3%,13,-16
CCc1nc2n[nH]c(N)c2c2c1CSC(C)(C)C2,/,-1%,2,?
Cc1ccc(C)c(NC(=O)COc2cccc3c2CCN(Cc2ccccc2)C3=O)c1,/,1%,2,-7
Cn1c(=O)[nH]c(=O)c2c1nc(SCC(=O)Nc1ccccc1)n2Cc1ccccc1,-4%,-3%,15,-18
C#CCOC(=O)Nc1cccn(Cc2c(Cl)cccc2Cl)c1=O,-9%,-4%,4,24
CCCCCC(=O)Nc1ccc(-c2csc(C)n2)cc1,/,6%,/,18
COc1ccc(C(OCCN2CCC[C@@H](C(=O)O)C2)(c2ccc(OC)cc2)c2ccc(OC)cc2)cc1,1%,-1%,-1,/
COc1ccc(NC2=CC(=O)CC(c3ccccc3)C2)c(OC)c1 (stereo unspecified),0%,7%,1,?
COCC(=O)N1CCC2(CCCN(c3ccccn3)C2)CC1,3%,4%,/,/
O=C(O)/C=C/C(=O)Nc1ccc(F)cc1F,0%,6%,3,68
Cc1cccc(COCC(Cc2ccccc2)N2CCN(C(=O)c3cccc(Cl)c3)CCC2=O)c1 (stereo unspecified),/,-4%,/,-16
OC(COc1ccc2c(c1)CCC2)Cn1cnc2ccccc21 (stereo unspecified),4%,-3%,5,41
COc1cc(NC(=O)c2ccccc2)c(OC)cc1NC(C)=O,-3%,0%,-8,3
CCC(C)c1ccc(OCCCCN2CCOCC2)cc1 (stereo unspecified),20%,7%,4,-15
CCOc1ccccc1NC(=O)c1ccccc1N(C)S(C)(=O)=O,7%,2%,17,40
COc1ccc(C(=O)Cn2nnc(-c3ccccc3NC(=O)C3CC3)n2)cc1,2%,-2%,2,?
CCc1cc(=O)oc2cc3occ(C)c3cc12,/,0%,/,?
CC(C)Cc1nc2sc3c(NCc4ccco4)ncnc3c2c2c1COC(C)(C)C2,4%,3%,-12,-17
O=C(CCS(=O)(=O)c1ccc(Br)cc1)NCc1cccs1,3%,3%,-7,13
CC(=O)NCCn1c(SCC(=O)c2ccccc2)nc2ccccc2c1=O,-7%,-3%,?,?
O=C1CC(c2cccc(Cl)c2)C(n2cncn2)C(=O)C1C1NCCc2ccccc21 (stereo unspecified),0%,-2%,0,?
Cc1cc(C(=O)NC(=S)Nc2ccccc2N2CCCC2)ccc1[N+](=O)[O-],/,3%,-6,35
Cn1c(=O)c2c(nc(SCc3cccnc3)n2Cc2ccccc2)n(C)c1=O,?,-5%,6,-14
O=C(CSc1nnnn1-c1cccc(Cl)c1)Nc1ccc2c(c1)CCC2,/,0%,-1,20
# Going on with the list.
SMILES,15-hLO-2 inh,ALOX12 inhib,IMPase inh,PNC inhibitor
CN(C)c1nc(N(C)C)nc(N(C#N)CN2C(=O)c3ccccc3C2=O)n1,/,-3%,-3,23
COc1ccccc1NS(=O)(=O)c1cccc(NC(=O)NC2CCCCC2)c1,/,-1%,?,?
CCOC(=O)c1[nH]cnc1C(=O)Nc1ccccn1,-4%,-4%,?,28
BrC(=C\c1ccccc1)/C=N/N1CCN(c2ccccn2)CC1,10%,-3%,13,23
CCOC(=O)NCc1ccc(S(=O)(=O)Nc2ccc(C)cc2)cc1,/,1%,11,?
Cc1nc2sc(-c3ccccc3)cc2c(=O)[nH]1,0%,9%,-1,-15
c1ccc(CN2CC[C@@H](CNc3ncnc4ccccc34)C2)cc1,10%[11.4 µM],-2%[11.4 µM],/,/
Cc1ccc(OCC(=O)n2nc(C)cc2C)c(Br)c1,/,-1%,?,?
O=C(NC(=S)NCc1ccccc1)c1ccccc1F,?,?,3,44
CSc1cnn(-c2ccccc2)c(=O)c1SC,2%,-5%,?,-21
COc1cc(/C=C2/N=C(C3CCCCC3)OC2=O)cc(OC)c1OC,-2%,0%,-6,31
CCOc1ccc(-n2ccnc2SCC(=O)N2CCCc3ccccc32)cc1,/,-4%,4,37
CC(=O)OC(C)=O,1%,0%,/,/
CCn1nc(C)c(/C=N/NC(=O)c2c[nH]c3ccccc23)c1C,/,4%,/,17
CC(C)NC(=O)C(=O)NCCCOC(C)C,/,4%,/,12
O=C(Nc1cccnc1)/C(N=Nc1c(Cl)cccc1Cl)=C(\O)c1ccccc1,/,-3%,/,-10
S=C(NCc1ccc2[nH]c3c(c2c1)CCCC3)Nc1ccccc1Cl,/,?,/,0
O=S1(=O)CCN2C(Cc3ccc(SC(F)F)cc3)=CSC2=N1,-2%,-4%,6,32
CCOC(=O)Cn1c(=O)c2c(nc3n2CCS3)n(C)c1=O,-2%,-3%,1,1
COCCCNc1cc(C)nc2ccccc12,6%,1%,1,-5
CC(C)(C)NC(=O)C(c1cccs1)N(CC1CCCO1)C(=O)c1ccc(-c2ccccc2)[nH]1 (stereo unspecified),/,-4%,9,-2
O=C(NCc1ccco1)c1cnc2sccn2c1=O,3%,0%,-6,?
Cc1ccc(SCc2cc(=O)n3[nH]c(C)nc3n2)cc1,6%,20%,-3,?
CCOc1ccc(NC(=O)C2CC(=O)N(C)C(=Nc3ccc4c(c3)OCO4)S2)cc1 (stereo unspecified),7%,-3%,-3,?
CC(=O)c1cc2c(cc1N/C(=N/S(=O)(=O)c1ccc(C)cc1)c1ccccc1)OCO2,/,0%,/,?
Cc1ccc(-c2nc(SCC(N)=O)c(C#N)c3c2CCCC3)cc1,-2%,-4%,-7,?
CC(=Nc1ccc2c(c1)nc(CO)n2C)C1=C(O)CC(C)(C)CC1=O,10%,-2%,-8,41
CC[n+]1c(-c2ccccc2)csc1Nc1c(C)n(C)n(-c2ccccc2)c1=O,/,0%,19,20
COc1ccc(C)cc1NC(=O)CN(C)S(=O)(=O)c1cc(C)ccc1OC,/,-3%,/,9

# 16 entries from above, bar-delimited:
Molecule | 15-hLO-2 inh | ALOX12 inhib | IMPase inh | PNC inhibitor
CCOc1ccc(-n2ccnc2SCC(=O)N2CCCc3ccccc32)cc1 | / | -4% | 4 | 37
CC(=O)OC(C)=O | 1% | 0% | / | /
CCn1nc(C)c(/C=N/NC(=O)c2c[nH]c3ccccc23)c1C | / | 4% | / | 17
CC(C)NC(=O)C(=O)NCCCOC(C)C | / | 4% | / | 12
O=C(Nc1cccnc1)/C(N=Nc1c(Cl)cccc1Cl)=C(\O)c1ccccc1 | / | -3% | / | -10
S=C(NCc1ccc2[nH]c3c(c2c1)CCCC3)Nc1ccccc1Cl | / | ? | / | 0
O=S1(=O)CCN2C(Cc3ccc(SC(F)F)cc3)=CSC2=N1 | -2% | -4% | 6 | 32
CCOC(=O)Cn1c(=O)c2c(nc3n2CCS3)n(C)c1=O | -2% | -3% | 1 | 1
COCCCNc1cc(C)nc2ccccc12 | 6% | 1% | 1 | -5
CC(C)(C)NC(=O)C(c1cccs1)N(CC1CCCO1)C(=O)c1ccc(-c2ccccc2)[nH]1 (stereo unspecified) | / | -4% | 9 | -2
O=C(NCc1ccco1)c1cnc2sccn2c1=O | 3% | 0% | -6 | ?
Cc1ccc(SCc2cc(=O)n3[nH]c(C)nc3n2)cc1 | 6% | 20% | -3 | ?
CCOc1ccc(NC(=O)C2CC(=O)N(C)C(=Nc3ccc4c(c3)OCO4)S2)cc1 (stereo unspecified) | 7% | -3% | -3 | ?
CC(=O)c1cc2c(cc1N/C(=N/S(=O)(=O)c1ccc(C)cc1)c1ccccc1)OCO2 | / | 0% | / | ?
Cc1ccc(-c2nc(SCC(N)=O)c(C#N)c3c2CCCC3)cc1 | -2% | -4% | -7 | ?
CC(=Nc1ccc2c(c1)nc(CO)n2C)C1=C(O)CC(C)(C)CC1=O | 10% | -2% | -8 | 41
